# TNAP inh hi DEA – TNAP (human) inhibition, high acceptor; P05186; purified TNAP, CDP-star luminescence, 1 M DEA; inhibition, % at 20 µM; 0.03% of 200,000 active; AID 1135;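 active = over 50% inhibition of tissue-nonspecific alkaline phosphatase at 20 µM in the single-dose screen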;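 also: plate controls were DMSO wells for no effect and EDTA-quenched wells as full inhibition for full effect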
# Target sequence (P05186 whole entry, looked up): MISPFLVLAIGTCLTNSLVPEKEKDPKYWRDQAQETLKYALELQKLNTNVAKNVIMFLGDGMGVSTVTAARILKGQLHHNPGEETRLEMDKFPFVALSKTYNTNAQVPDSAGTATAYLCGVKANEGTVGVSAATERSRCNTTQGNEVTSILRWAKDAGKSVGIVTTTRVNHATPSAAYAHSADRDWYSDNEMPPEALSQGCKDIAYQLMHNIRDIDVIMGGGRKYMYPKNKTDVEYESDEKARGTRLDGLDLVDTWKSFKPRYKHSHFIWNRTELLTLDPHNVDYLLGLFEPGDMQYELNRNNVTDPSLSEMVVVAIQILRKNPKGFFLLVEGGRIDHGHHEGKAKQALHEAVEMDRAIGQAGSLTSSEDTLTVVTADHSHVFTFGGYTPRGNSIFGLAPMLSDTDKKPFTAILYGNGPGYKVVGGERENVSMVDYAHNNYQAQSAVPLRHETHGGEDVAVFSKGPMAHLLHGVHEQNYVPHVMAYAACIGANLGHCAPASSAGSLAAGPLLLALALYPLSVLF
# SRC2 TRFRET art – TR-FRET artefact, counter-screen to PPARgamma/SRC-2 agonist assay; AID 1049; 0.4% of 200,000 active; TR-FRET ratio at 8 µM; active compounds read high; in the data active = TR-FRET ratio above about 2000; also: inactives centre near 1500
# PPARg SRC2 recr – PPARgamma-driven SRC-2 recruitment agonism. P37231. PPARgamma LBD-SRC-2 recruitment, biochemical. activation, % at 8 µM. 0.34% of 200,000 active; in the data active = activation above about 22%;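 also: 0% = vehicle and 100% = reference agonist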
# Target sequence (P37231 whole entry, looked up, the tested form may be a part): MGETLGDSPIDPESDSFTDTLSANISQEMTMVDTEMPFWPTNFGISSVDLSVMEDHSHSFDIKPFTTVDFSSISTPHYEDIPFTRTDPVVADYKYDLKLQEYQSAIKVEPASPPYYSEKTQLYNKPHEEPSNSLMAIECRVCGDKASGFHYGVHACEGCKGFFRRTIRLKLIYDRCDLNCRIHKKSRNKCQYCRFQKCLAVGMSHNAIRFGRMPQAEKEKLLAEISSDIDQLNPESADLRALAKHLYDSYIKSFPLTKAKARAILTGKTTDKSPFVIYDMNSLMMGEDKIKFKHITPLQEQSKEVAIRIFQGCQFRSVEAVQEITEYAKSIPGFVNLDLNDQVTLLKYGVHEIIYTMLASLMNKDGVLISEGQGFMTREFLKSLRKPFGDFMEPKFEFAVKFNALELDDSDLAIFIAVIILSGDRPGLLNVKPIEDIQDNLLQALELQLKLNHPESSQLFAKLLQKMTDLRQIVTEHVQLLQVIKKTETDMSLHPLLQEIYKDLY
# bIAP act – intestinal alkaline phosphatase (bovine) activation; 0.17% of 200,000 active; activation factor at 20 µM; purified bovine IAP, CDP-star luminescence, 30 min; active compounds read high; fold of DMSO-control signal, blank-subtracted;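 active = activation factor of 2 or more at 20 µM, a signal rise over negative controls twice the positive control's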
# PPARg SRC-3 ag – agonists of human PPARgamma SRC-3 coactivator recruitment. activation, % at 8 µM. 0.26% of 200,000 active. P37231. biochemical PPARgamma/SRC-3 coactivator recruitment assay; in the data active = activation above about 23%;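 also: 0% = DMSO and 100% = reference agonist; some compounds past the cut are filed as inactive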
# PPARg SRC-1 ag – PPARgamma-driven SRC-1 recruitment agonism | PPARgamma-SRC-1 coactivator recruitment biochemical assay | AID 631 | activation, % at 8 µM | 0.41% of 200,000 active | P37231; in the data active = activation above about 19%;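 also: 0% = DMSO and 100% = reference agonist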
# TNAP act hi DEA – activators of human TNAP at high phosphate acceptor concentration. P05186. purified TNAP, CDP-star luminescence, 1 M DEA, 30 min; active compounds read high; 0 = EDTA background, 1 = DMSO-only activity. activation factor at 20 µM. 200,000 tested, under 10 active. AID 1136;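 active = activation factor at least 2 at 20 µM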
#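 Assay system: human TNAP; Input: enzyme diluted 1/800 final; Reagent: CDP-star luminogenic substrate at 100 µM final; Timing: 30 min, room temperature; Signal: luminescence; Evaluation: TNAP activation factor scaled between EDTA and DMSO control wells.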
# HMGR II inh – inhibitors of class II HMG-CoA reductase from Enterococcus faecalis | purified E. faecalis HMGR, NADPH absorbance 340 nm kinetic | inhibition, % at 10 µM | 0.41% of 190,000 active | AID 1066;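 active = inhibition above a set limit, the median over all tested compounds plus 3 SD, cut at about 9.5% in these data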;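 also: enzyme runs in reverse so mevalonate oxidation gives rising NADPH absorbance; 0% = complete reaction with DMSO and 100% = background rate lacking mevalonate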
# bIAP inh – intestinal alkaline phosphatase (bovine) inhibition; purified bovine IAP, CDP-star luminescence, 30 min; inhibition, % at 20 µM; 190,000 tested, under 10 active;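 active = over 50% inhibition of intestinal alkaline phosphatase at 20 µM in the single-dose screen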
#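 test system = bovine IAP enzyme | medium = DEA buffer 100 mM, pH 9.8, with MgCl2 1.0 mM, ZnCl2 0.02 mM | detection = luminescence | dosing = single compound dose of 20 µM, 2% DMSO final | incubation = 30 min reaction at room temperature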
# TNAP inh no acc – blocks human TNAP activity with no phosphate acceptor present; P05186; inhibition, % at 20 µM; 0.26% of 200,000 active; purified TNAP, CDP-star luminescence, 30 min;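 active = tissue-nonspecific alkaline phosphatase inhibition above about 50% at 20 µM in the single-dose screen, limit read from the data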;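 also: 0% = DMSO negative control and 100% = EDTA positive control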
# * marks the source's active call; other numbers are inactive results; . = not tested or not shown.
smiles	TNAP inh hi DEA	SRC2 TRFRET art	PPARg SRC2 recr	bIAP act	PPARg SRC-3 ag	PPARg SRC-1 ag	TNAP act hi DEA	HMGR II inh	bIAP inh	TNAP inh no acc
CCOP(=O)(OCC)C(NC(=O)Nc1ccc(Cl)c(Cl)c1)C(N)=O (stereo not drawn)	-3	1341	-7	0.4	-3	-3	1	-1	.	-18
Cc1ccc(CNS(=O)(=O)N(C)C)cc1	-4	1299	-2	0.8	-4	-4	1	.	15	-9
O=C(COC(=O)C1COc2ccccc2O1)Nc1cccc(S(=O)(=O)N2CCCCC2)c1 (stereo not drawn)	-8	1459	6	0.9	5	0	1.1	2	6	-16
CC1(C)Cc2c(sc(NC(=O)c3ccccc3Cl)c2C(=O)O)CO1	-10	1486	7	1.2	0	-5	1.1	-3	-24	-5
CN(C)c1ccc(C(c2nnnn2CCOC(=O)Nc2ccc(Cl)cc2)N2CCOCC2)cc1 (stereo not drawn)	-7	1621	9	1.1	2	8	1.1	-1	-7	-5
CCC(CC)c1nnc(NC(=O)c2ccc3ccccc3n2)s1	-2	1464	-5	1	0	5	1	3	-1	-8
COc1ccc(Cl)cc1S(=O)(=O)N1CCN(C(=O)c2ccco2)CC1	-3	1588	1	1	-10	-9	1	-2	2	-10
CCOC(=O)c1c(C)oc(/N=C/c2ccccc2O)c1C#N	-5	1599	8	0.9	4	-1	1	-4	5	6
CC(SC(=S)N1CCOCC1)C(=O)O (stereo not drawn)	-5	1730	15	0.9	1	0	1.1	-3	13	-6
COc1cccc(NC(=O)c2nc3ncccn3n2)c1	-5	1600	4	1	-5	2	1.1	-2	0	-10
Cc1ccccc1C(=O)c1cccn1CC(=O)NCc1ccco1	-3	1648	-7	1	1	13	1	0	-2	-7
C=CCNC(=O)c1onc(CSc2ccc(F)c(F)c2)c1C(=O)O	2	1464	-4	0.9	3	-6	1	-4	8	-5
O=C(CSc1nnc(-c2cc(-c3cccs3)nc3ccccc23)o1)NC1CCCCC1	-6	1471	-1	0.9	-5	-5	1.1	1	15	-6
COc1cccc(-c2nnc3n2N=C(C(C)(C)C)CS3)c1	-3	1537	-1	1.1	-2	12	1	-2	-5	-2
COC(=O)c1ccc(Oc2coc3cc(OCc4cnn(-c5ccccc5)c4)ccc3c2=O)cc1	-4	1682	4	1	-1	-2	1	-6	0	-46
Cc1cccc(CN2CCc3c(OCC(=O)N4CCCc5ccccc54)cccc3C2=O)c1	-4	1508	8	1.1	0	2	1	-5	-10	-17
Cc1ccc(C2C(=O)N(C3CCCC3)CC(=O)N2CC2COc3ccccc3O2)cc1 (stereo not drawn)	-5	1367	-3	1	-2	0	1.1	0	-1	-7
CCc1ccc(NC(=O)NCCN2CCc3ccccc3C2)cc1	-2	1408	-3	0.9	-11	4	1	-2	6	-12
CC(=O)N/C(=C\c1ccc(F)cc1)C(=O)NC(Cc1c[nH]c2ccccc12)C(=O)O (stereo not drawn)	-2	1451	1	0.9	3	-1	1	-5	14	-11
C/C(=N\NC(=S)Nc1ccc(C)cc1)c1cccc(N)c1	-1	1542	2	1.1	8	4	1	-8	-6	-3
Cc1cc(C)c2c(NC(=S)NC(=O)c3ccccc3)n[nH]c2n1	1	1490	2	0.9	3	-8	1	-6	9	-40
COc1ccc(/C=N\NC(=O)COc2ccc(C(C)(C)C)cc2)cc1Cn1nc(C)cc1C	0	1823	-3	1.1	-6	-2	1	-6	-8	-6
Cc1ccc(NC(=O)/C(C#N)=C(\N)C(Cl)(Cl)Cl)nc1	-3	1564	5	1	6	0	1	-1	-5	-10
CCOc1ccccc1OC(=O)c1cc2ccccc2oc1=O	0	1507	7	1	4	0	1	-1	4	-3
CC1CCN(c2ccc(C(=O)O)cc2N)CC1	1	1485	-7	1	1	-1	1	-3	2	-4
CCOC(=O)CNC(=O)C1CCCN(c2ncccn2)C1 (stereo not drawn)	-5	1518	-1	1	-13	-7	1	-4	-3	-10
C=CCOC(=O)c1sc(NC(=O)c2ccc(OC)cc2)nc1C	3	1538	10	1	2	11	1	2	-4	1
Cc1ccc(C(C)C)c(OCC(=O)NN=C2CCCC2)c1	-4	1541	4	1	2	4	1	-5	0	-72
COc1ccccc1-c1nnc(NC(=O)c2ccc(S(=O)(=O)N(C)Cc3ccccc3)cc2)o1	0	1589	5	0.9	0	3	1	-1	10	-3
CCOC(=O)C1=C(C)N=c2s/c(=C\c3cc(OC)c(OC)c(OC)c3)c(=O)n2C1/C=C/c1ccccc1 (stereo not drawn)	5	1572	-7	0.8	-1	-1	0.9	-1	19	0
COc1ccc(CCN=C(N)NS(=O)(=O)c2ccccc2)cc1OC	0	1429	-1	1.3	-2	2	1	1	-26	-2
N#Cc1ccc(C23CC4CC(CC(C4)C2)C3)[nH]c1=O	-4	1661	3	0.8	-2	5	1	1	17	-7
CC(=O)Nc1ccc(Sc2ccccc2C(=O)Nc2ccc(F)cc2)cn1	1	1439	-8	1.1	-5	4	1	-2	-14	-1
Cc1ccc2cc(CN(CC3CCCO3)C(=S)Nc3ccccc3)c(=O)[nH]c2c1 (stereo not drawn)	-8	1454	9	1	4	6	1.1	-4	0	-7
O=C(CSc1nc2ccccc2[nH]1)N1CCCCC1	-3	1343	7	1.2	-10	-2	1	-1	-22	-7
CCC(=O)C1=C(N2CCCC2)CC(C)(C)CC1=O	-5	1396	3	0.9	4	-3	1.1	-1	10	-8
Cc1ccc(-c2cc(C(=O)OCC(=O)N(C)C3CCS(=O)(=O)C3)c3ccccc3n2)c(C)c1 (stereo not drawn)	-4	1527	0	1.2	2	12	1	-8	-20	-5
CCCc1cc(=O)oc2cc(OCC(=O)NCc3cccs3)ccc12	-6	1757	4	0.9	3	1	1.1	-3	10	-3
COCCN(C(=O)Cn1nnc2ccccc21)C(C(=O)NC1CCCC1)c1ccc(OC)cc1OC (stereo not drawn)	-2	1446	8	0.6	-7	2	1	0	36	-7
CC1CCCCC1NC(=O)/C(C#N)=C/c1ccc2c(c1)OCCO2 (stereo not drawn)	1	1353	2	0.9	4	4	1	-6	7	0
O=C(NCCN1CCOCC1)C(=O)NCC1OCCN1C(=O)c1ccc(Cl)cc1 (stereo not drawn)	-2	1555	2	1.1	4	7	1	1	-5	-1
Cc1c(NS(=O)(=O)c2ccc(N3CCCCC3)c([N+](=O)[O-])c2)c(=O)n(-c2ccccc2)n1C	13	1720	-4	0.9	-5	-2	0.9	-5	9	2
Cc1oc(-c2ccccc2Cl)nc1CN1CCCCC1CO (stereo not drawn)	-4	1734	-5	0.9	-5	0	1	-3	6	-11
CCn1c(=O)cc(OCC(=O)O)c2ccccc21	-4	1599	-7	0.9	-3	3	1	0	5	-12
CC(=O)c1cccc(NC(=O)Nc2ccc(C(=O)N3CCOCC3)cc2)c1	-3	1639	7	0.9	-6	-1	1	4	5	-9
Cc1ccc(CNC(=O)Cc2ccc(-n3cccc3)cc2)cc1	-5	1638	13	1.1	2	0	1	-5	-8	-10
CS(=O)(=O)N(Cc1ccco1)CC(O)Cn1c2ccccc2c2ccccc21 (stereo not drawn)	-6	1699	-2	0.9	2	4	1.1	-4	8	-10
Cc1ccc(N2C(=O)c3n[nH]c(C)c3C2c2ccccn2)cc1 (stereo not drawn)	-6	1471	2	1.1	7	2	1.1	-4	-7	5
CCNc1nc(NCC)n2c(SCc3nc4ccccc4c(=O)[nH]3)nnc2n1	-7	1641	4	0.9	-8	1	1.1	-1	9	-15
FC(F)(F)c1nnc2ccc(N3CCOCC3)nn12	-3	1466	0	0.9	-3	-3	1	-4	13	-8
COc1cnc(-c2ccccc2)nc1OC	-2	1441	-1	1	2	7	1	-8	-5	-3
O=C(NC1CCS(=O)(=O)C1)c1cnccn1 (stereo not drawn)	-7	1677	3	0.9	-9	2	1.1	-1	8	-20
CCCOc1ccc(C(=O)ON=C2CCN(C)CC2)cc1	-7	1759	6	1	2	3	1.1	-4	-2	-12
CCC(=O)Nc1cccc(C(=O)OCC(=O)c2ccccc2Cl)c1	-6	1768	0	0.9	7	6	1.1	4	8	-10
CC(C)CC(=O)NC(=S)Nc1cccc(NC(=O)c2ccccc2Cl)c1	-2	1505	-2	0.9	-1	2	1	0	12	-6
COc1ccc(OC)c(S(=O)(=O)Nc2ccc3oc4c(c3c2)C(=O)CCC4)c1	2	1423	7	1	10	5	1	-5	-2	4
Cc1cc(C)nc(SCc2nc(N)nc(-c3ccccc3O)n2)n1	-8	1413	-3	1	-6	2	1.1	-4	-5	-9
CCOC(=O)N1CCN(Cc2nc(-c3ccc(OC)cc3)no2)CC1	.	1473	-2	.	5	3	.	.	.	.
COc1cccc(OCC(=O)NNC(=O)CCc2ccccc2)c1	0	1562	-10	1.1	-3	-3	1	-9	-13	-90
CC(C)c1ccc(C(=O)CSc2ncn[nH]2)cc1	-6	1464	6	1.3	7	4	1.1	-8	-25	-9

# Following part
smiles	TNAP inh hi DEA	SRC2 TRFRET art	PPARg SRC2 recr	bIAP act	PPARg SRC-3 ag	PPARg SRC-1 ag	TNAP act hi DEA	HMGR II inh	bIAP inh	TNAP inh no acc
CC(OC(=O)c1cccs1)C(=O)Nc1nc(-c2ccccc2)cs1 (stereo not drawn)	-2	1631	8	0.7	-1	7	1	-9	29	-12
Cc1cccc(C)c1NC1=NC(=S)N(c2ccccc2)C12CCOC(C)(C)C2 (stereo not drawn)	-6	1420	7	0.9	-12	-6	1.1	2	8	1
COC(=O)/C(=C\C(=O)c1ccccc1)Nc1cccc(C(F)(F)F)c1	2	1586	5	0.9	3	-3	1	1	14	-1
COc1cc(C(=O)Nc2sc3c(c2C#N)CCN(C(C)=O)C3)cc(OC)c1OC	-7	1480	-5	0.9	0	-6	1.1	-3	10	1
O=C(/C=C/c1cccc([N+](=O)[O-])c1)N1CCN(S(=O)(=O)c2cccs2)CC1	0	1572	0	1.1	2	-8	1	-9	-5	-7
Cc1ccc2nsnc2c1S(=O)(=O)N1CCCC1C(=O)O (stereo not drawn)	-8	1438	-2	1	1	-3	1.1	0	5	-13
Cc1oc(-c2ccccc2Cl)[n+]([O-])c1C	1	1446	1	1	-9	6	1	0	2	-12
CC(=O)c1c(C)oc2ccc(N(C(=O)c3ccncc3)S(=O)(=O)c3ccccc3)cc12	-6	1426	-1	1.1	2	0	1.1	0	-5	-13
CCCn1c(=O)[nH]c(=O)c2c1nc(-c1ccccc1)n2CCN1CCOCC1	-2	1501	-5	1	5	-3	1	4	-5	-3

# Three of the compounds above, field by field.
Cc1oc(-c2ccccc2Cl)[n+]([O-])c1C
  TNAP inh hi DEA = 1	SRC2 TRFRET art = 1446	PPARg SRC2 recr = 1	bIAP act = 1	PPARg SRC-3 ag = -9	PPARg SRC-1 ag = 6	TNAP act hi DEA = 1	HMGR II inh = 0	bIAP inh = 2	TNAP inh no acc = -12

Cc1cccc(C)c1NC1=NC(=S)N(c2ccccc2)C12CCOC(C)(C)C2 (stereo not drawn)
  TNAP inh hi DEA = -6	SRC2 TRFRET art = 1420	PPARg SRC2 recr = 7	bIAP act = 0.9	PPARg SRC-3 ag = -12	PPARg SRC-1 ag = -6	TNAP act hi DEA = 1.1	HMGR II inh = 2	bIAP inh = 8	TNAP inh no acc = 1

CCCn1c(=O)[nH]c(=O)c2c1nc(-c1ccccc1)n2CCN1CCOCC1
  TNAP inh hi DEA = -2	SRC2 TRFRET art = 1501	PPARg SRC2 recr = -5	bIAP act = 1	PPARg SRC-3 ag = 5	PPARg SRC-1 ag = -3	TNAP act hi DEA = 1	HMGR II inh = 4	bIAP inh = -5	TNAP inh no acc = -3

# From PubChem
